# H9c2 TAG inh = inhibitors of triacylglycerol accumulation; 230,000 tested, 0.66% active; AID 651582; inhibition, % at 12.5 µM; H9c2 cells, Nile Red lipid (TAG) fluorescence; cells loaded with 200 µM oleic acid;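 active = pattern-corrected inhibition of lipid staining of at least 50% with the nuclear-stain viability signal not falling by more than 50%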;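 note: 0% = DMSO wells and 100% = triacsin C control wells; some results filed as inactive read as strong as hits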
# H9c2 TAG inh DAPI viability = recorded beside H9c2 TAG inh, whose call it bears; DAPI nuclei signal change (viability), lower = more cytotoxic, %;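 whole-well DAPI fluorescence read on a plate reader as a viability signal; minus 50 percent equals half of cells still viable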
# The depositor's hits bear a star. A portion of the library; rates above refer to the full screens.
1. COc1ccc(C2NC(=O)CCC2[N+](=O)[O-])cc1OC (configuration not stated)
2. Cc1ccc(-c2cc(C(=O)Nc3ccc(S(=O)(=O)Nc4ncccn4)cc3)[nH]n2)c(O)c1C
3. Cc1nn(Cc2ccc([N+](=O)[O-])cc2)c(=O)n1-c1ccc(F)cc1
4. COc1ccc(N2CCN(c3ccc(NC(=O)NN)cc3)CC2)cc1
5. O=C1CC(=O)CC(c2ccccc2Cl)C1
6. CC(=O)c1c(C)[nH]c(C(=O)NCc2ccco2)c1C

assay / compound,1,2,3,4,5,6
H9c2 TAG inh,-6,-1,-12,-9,-7,2
H9c2 TAG inh DAPI viability,-9,5,14,-6,8,-1

7. CCc1ccc(-c2cnc3nc[nH]c(=O)c3n2)cc1
8. O=C(COC(=O)c1cnccn1)Nc1ncc(Cl)cc1Cl
9. COc1ccccc1NC(=O)C(=O)N/N=C/c1cccs1
10. O=C(NCc1ccco1)c1cnc2ccccn2c1=O
11. CCOC(=O)C1CCN(C(=S)NC2CC3C=CC2C3)CC1 (configuration not stated)
12. CC1=C(C(=O)N(C)C)CC(CC(=O)NCCCCc2ccccc2)C(=O)N1Cc1ccc(C(C)(C)C)cc1 (configuration not stated)

assay / compound,7,8,9,10,11,12
H9c2 TAG inh,-4,12,-2,-6,-3,13
H9c2 TAG inh DAPI viability,4,-4,9,1,-4,-10

13. COC(=O)Cc1ccc(NC(=O)c2ccc(C(C)(C)C)cc2)cc1
14. Cc1ccc(S(=O)(=O)N2CCCCC2)cc1NC(=O)CCNC(=O)c1ccc([N+](=O)[O-])cc1
15. Cc1ccc2c(c1)C1CN(C)CCC1N2C(=O)COc1ccc(N(C)C(=O)c2ccccc2)cc1 (configuration not stated)
16. CCCCCN(C(=O)NC(=O)Nc1ccc(C)cc1C)S(C)(=O)=O
17. CC(C)(C)NS(=O)(=O)c1ccc(CCC(=O)NCc2ccccn2)cc1
18. COC(=O)c1ccc(N2CCN(C)CC2)c(NC(=O)c2sc3ccccc3c2Cl)c1

assay / compound,13,14,15,16,17,18
H9c2 TAG inh,72*,10,0,6,3,45
H9c2 TAG inh DAPI viability,-8.2*,3,-3,0,-6,7

# Rewritten with bars between the fields: part of the list above.
no. | SMILES | H9c2 TAG inh | H9c2 TAG inh DAPI viability
14 | Cc1ccc(S(=O)(=O)N2CCCCC2)cc1NC(=O)CCNC(=O)c1ccc([N+](=O)[O-])cc1 | 10 | 3
15 | Cc1ccc2c(c1)C1CN(C)CCC1N2C(=O)COc1ccc(N(C)C(=O)c2ccccc2)cc1 (configuration not stated) | 0 | -3
16 | CCCCCN(C(=O)NC(=O)Nc1ccc(C)cc1C)S(C)(=O)=O | 6 | 0

# Values in list order from above:
# Entries 13–18 in H9c2 TAG inh read 72*, 10, 0, 6, 3, 45
# Entries 13–18 in H9c2 TAG inh DAPI viability read -8.2*, 3, -3, 0, -6, 7

# (list continues)
19. CCOc1ccc(N2C(=O)/C(=C/c3ccccc3)N=C2SC)cc1
20. COC(=O)c1ccc(CN2CCN(CCCc3ccccc3)C(CCO)C2)cc1 (configuration not stated)
21. CCOC(=O)/C=c1\s/c(=C\c2ccc(C(=O)OC)cc2)c(=O)n1CC(=O)Nc1ccccc1
22. Cc1ccc(-c2csc(NC(=O)CSc3nc4ccccc4c(=O)n3CCCN(C)C)n2)cc1
23. Cc1ccc(C)c(OCCCC(C)(C)C(=O)O)c1
24. O=S(=O)(Nc1ccccc1F)c1ccc(Cl)nc1

assay / compound,19,20,21,22,23,24
H9c2 TAG inh,-49,-2,32,70*,-7,7
H9c2 TAG inh DAPI viability,11,-1,-14,20*,-11,-4

25. COc1ccc(N2CCN(S(=O)(=O)CCNC(=O)c3cccs3)CC2)cc1
26. O=C(NCCc1csc(-c2cccnc2)n1)c1cccs1
27. Cc1ccc(C)c(C(=O)CN2C(=O)NC3(CCCCCC3)C2=O)c1
28. Cc1cccc(NC(=O)C(C)Oc2ccc(C)nc2[N+](=O)[O-])c1 (configuration not stated)
29. Cc1ccc(NC(=O)c2ccco2)cc1
30. Cc1ccc(NC(=O)CN(C)C(=O)c2cccnc2Nc2cccc(C(F)(F)F)c2)cc1

assay / compound,25,26,27,28,29,30
H9c2 TAG inh,-8,-13,10,9,11,17
H9c2 TAG inh DAPI viability,-7,3,1,0,0,-5

31. CN(C)S(=O)(=O)c1ccc(N2CCCC2)c(C(=O)NNC(=O)c2ccccc2)c1
32. O=C(Nc1ccc(Oc2ccccc2)nc1)C1CCCCN1Cc1ccco1 (configuration not stated)
33. CCOc1ccc(Br)cc1/C(C)=N\NC1=NCCN1
34. CCc1noc(C)c1C(=O)Nc1nc(-c2ccc(Cl)cc2Cl)c(C)s1
35. C/C(=C/C(=O)O)C(=O)Nc1cccc(C(F)(F)F)c1
36. O=C(Nc1nccs1)c1cn(-c2ccccc2)nc1-c1ccccc1

assay / compound,31,32,33,34,35,36
H9c2 TAG inh,1,14,25,38,7,14
H9c2 TAG inh DAPI viability,6,-21,-11,-7,-1,3

37. CC(NC(=O)COc1ccccc1)C(c1cccs1)N1CCCC1 (configuration not stated)
38. O=Cc1cc2ccccc2nc1SCc1ccc(Cl)cc1
39. Cc1ccc(-n2ncc(C#N)c2/N=C/N2CCCCCC2)cc1
40. Cc1noc(C)c1COc1ccc(C(=O)OC(C)C(=O)Nc2ccc(N3CCOCC3)cc2)cc1 (configuration not stated)
41. COc1cc(O)c(C(CCN2CCCC(C)C2)c2ccc(N(C)C)cc2)c(OC)c1 (configuration not stated)
42. O=C(OC1CCOC1=O)c1cccc(S(=O)(=O)N2CCc3ccccc3C2)c1 (configuration not stated)

assay / compound,37,38,39,40,41,42
H9c2 TAG inh,-11,-59,15,33,-81,11
H9c2 TAG inh DAPI viability,-8,0,-12,9,-5,-9

43. CC12CCC(C(S(=O)(=O)Nc3ccccc3)C1=O)C2(C)C (configuration not stated)
44. COc1ccc(CN(C)C(=O)Cn2ccc(NC(=O)OCc3ccccc3)nc2=O)cc1OC
45. O=C1NC(=O)C2(CCCc3c([N+](=O)[O-])cccc32)N1 (configuration not stated)
46. CC(=O)Oc1c(S(=O)(=O)c2ccccc2)c(C)nn1C(C)(C)C
47. CCc1ccc(C(=O)OCC(=O)N(CC)c2c(N)n(Cc3ccccc3)c(=O)[nH]c2=O)cc1
48. CC(C)CC(=O)Nc1ccc(C(=O)Cn2nc(C(=O)O)c3ccccc3c2=O)cc1

assay / compound,43,44,45,46,47,48
H9c2 TAG inh,11,0,-2,-2,5,-19
H9c2 TAG inh DAPI viability,1,5,6,-4,-3,5

49. COc1ccc(CN(C)C(=O)C(Cc2ccccc2)NC(=O)c2ccccc2)c(OC)c1OC (configuration not stated)
50. CN(CC(=O)NCCc1ccc(S(N)(=O)=O)cc1)CC(=O)Nc1ccc(F)c(F)c1F
51. CCCCCCN1C[C@@H](O)[C@H](n2cc(COC(=O)c3ccccc3)nn2)C[C@@H]1c1ccc(C)cc1
52. Cc1cc(C)nc(N/N=C/c2ccc(Cl)cc2)n1
53. N#Cc1cc(C(=O)c2cc(Br)ccc2O)cn(Cc2ccccc2)c1=O
54. c1ccc2c(c1)ccc1nnc(SCc3ccc4c(c3)OCO4)n12

assay / compound,49,50,51,52,53,54
H9c2 TAG inh,7,-20,-10,-1,-26,-47
H9c2 TAG inh DAPI viability,-17,5,13,0,12,2

55. O=[N+]([O-])c1ccc(Oc2ncccn2)cc1
56. CNC(=O)C(NC(=O)c1ccccc1)=C(C)C
57. CC(NS(=O)(=O)c1ccc(F)cc1)C(=O)NCc1ccncc1 (configuration not stated)
58. NC(=O)C1CCN(C(=O)c2ccc(NS(=O)(=O)c3ccc(Br)s3)cc2)CC1
59. Cc1ccc(CN2CCN(c3ccccc3Cl)CC2)o1
60. COc1ccc(NC(=O)CN2C(=O)CSC2=O)cc1

assay / compound,55,56,57,58,59,60
H9c2 TAG inh,-5,-1,-17,7,-3,1
H9c2 TAG inh DAPI viability,-5,3,5,1,10,-10

# Shown with values under each structure: part of the list above
# Each structure is followed by: H9c2 TAG inh	H9c2 TAG inh DAPI viability
55. O=[N+]([O-])c1ccc(Oc2ncccn2)cc1
    -5	-5
56. CNC(=O)C(NC(=O)c1ccccc1)=C(C)C
    -1	3
57. CC(NS(=O)(=O)c1ccc(F)cc1)C(=O)NCc1ccncc1 (configuration not stated)
    -17	5
58. NC(=O)C1CCN(C(=O)c2ccc(NS(=O)(=O)c3ccc(Br)s3)cc2)CC1
    7	1
59. Cc1ccc(CN2CCN(c3ccccc3Cl)CC2)o1
    -3	10
60. COc1ccc(NC(=O)CN2C(=O)CSC2=O)cc1
    1	-10

# Additional structures follow:
61. COc1ncccc1-c1ccc2nncn2c1
62. Clc1ccc(OCc2nc(-c3ccncc3)no2)c(Cl)c1
63. COc1ccc(C2NCCc3c2[nH]c2ccccc32)cc1CSc1nc2ccccc2s1 (configuration not stated)
64. CSc1ccc(Cn2c(C)c(C(=O)NCc3cccc(C)c3)sc2=O)cc1
65. COc1ccccc1-n1cnnc1SCC(=O)Nc1cc(C)on1
66. O=c1cc(CO)oc(C(Nc2ccccn2)c2ccccc2Cl)c1O (configuration not stated)

assay / compound,61,62,63,64,65,66
H9c2 TAG inh,-10,-15,57*,-8,6,10
H9c2 TAG inh DAPI viability,-5,3,9.0*,11,-7,-3

67. CCOc1ccc(C2C(C#N)=C(N)Oc3nc[nH]c(=O)c32)cc1 (configuration not stated)
68. COc1ccccc1NC(=O)NCc1ccccc1F
69. CC(=O)CCN1C(=O)NC2(CCCc3ccccc32)C1=O (configuration not stated)
70. CC(C)(C)C(=O)Nc1nc(-c2ccccc2)ns1
71. COc1ccccc1CC(=O)NCCc1ccccc1
72. COc1ccc(C2c3ccc(O)cc3Oc3ncn(CCCO)c(=N)c32)cc1 (configuration not stated)

assay / compound,67,68,69,70,71,72
H9c2 TAG inh,9,-5,-4,48,-20,8
H9c2 TAG inh DAPI viability,-9,9,-1,-13,1,-7

73. CN1CCC(N(C)S(=O)(=O)c2ccc(NC(=O)COc3ccc(F)cc3Cl)cc2)CC1
74. O=C1c2ccccc2NC(c2ccc(-c3cccc(F)c3)o2)N1O (configuration not stated)
75. COc1ccccc1NC(=O)c1ccc(Br)c(S(=O)(=O)N2CCCC2)c1
76. COc1ccc(N=Cc2sc(O)c3ccccc23)cc1
77. COc1ccc(Cc2nnc(NC(=O)c3ccccc3)s2)cc1OC
78. Cc1cc(NC(=O)NC(=O)c2ccccc2NC(=O)CN)ccc1Oc1ncc(Br)cn1

assay / compound,73,74,75,76,77,78
H9c2 TAG inh,29,8,-26,-29,-13,9
H9c2 TAG inh DAPI viability,9,9,2,1,-3,-17

79. Cc1ccc(NC(=O)COC(=O)[C@H](C)NC(N)=O)c(C)c1
80. CC(C)NC(=O)Cn1nnc(-c2ccccc2)c1COc1ccc2ccccc2c1
81. COc1ccc(NC(=O)Cn2nnc(-c3ccc(CN4CCOCC4)cc3)n2)c(OC)c1
82. CCN(Cc1ccccc1)C(=O)C1CCN(S(=O)(=O)c2ccc3c(c2)OCCO3)CC1
83. Cc1ccccc1-c1cc(C(=O)NCc2ccc3c(c2)OCO3)nn1CC1CC(c2cccc([N+](=O)[O-])c2)=NO1 (configuration not stated)
84. CCN(CCn1cccn1)Cc1nc(Cc2cccc(F)c2)no1

assay / compound,79,80,81,82,83,84
H9c2 TAG inh,10,4,3,3,-17,9
H9c2 TAG inh DAPI viability,48,-6,-5,-2,3,-6

85. COC(=O)c1ccc(C(=O)N2CCCC(N3CCN(c4ccc(F)cc4)CC3)C2)nc1 (configuration not stated)
86. Cc1cc(N2CC(C(=O)Nc3nccs3)CC2=O)ccc1C(C)C (configuration not stated)
87. Cc1ccc(CNc2nc(N)c([N+](=O)[O-])c(NCCO)n2)cc1
88. CCCn1c(N)c(N(CCOC)C(=O)/C=C/c2ccc(C(=O)OC)cc2)c(=O)[nH]c1=O
89. CC1(C)CC(=O)C(C=Nc2ccc(Cl)cn2)=C(O)C1
90. COc1ccc(-c2[nH]ncc2CN(CCO)Cc2cccs2)c(F)c1

assay / compound,85,86,87,88,89,90
H9c2 TAG inh,2,9,-55,-10,-4,-5
H9c2 TAG inh DAPI viability,1,-6,-5,-4,7,-1

# Single entries from the entries so far.
# Reading for cpd 87 under H9c2 TAG inh: -55
# Reading for cpd 89 under H9c2 TAG inh DAPI viability: 7
# Reading for cpd 86 under H9c2 TAG inh DAPI viability: -6
# Reading for cpd 85 under H9c2 TAG inh: 2
# Reading for cpd 88 under H9c2 TAG inh: -10
# Reading for cpd 90 under H9c2 TAG inh DAPI viability: -1

# The list continues.
91. O=C(Nc1ncn[nH]1)c1cccc(F)c1
92. C[C@H]1C=C(C(=O)NCc2ccccc2)O[C@@H](OCc2ccc(CO)cc2)C1
93. COc1ccc2oc(C(=O)OCC(=O)N(C)C3CCCCC3)c(C)c2c1
94. C[C@@H]1CN([C@H](C)CO)C(=O)CCCn2nncc2CO[C@@H]1CN(C)S(=O)(=O)c1ccccc1
95. OCc1ccccc1-c1ccc2nncn2c1
96. Cc1ccccc1OCC(O)CN1CCN(CC(O)COc2ccccc2C)CC1 (configuration not stated)

assay / compound,91,92,93,94,95,96
H9c2 TAG inh,-5,9,5,-19,-2,-1
H9c2 TAG inh DAPI viability,6,1,7,2,87,9

# Assay outcomes (PubChem)
